Bioassay records from PubChem.
CCHFV vOTU inh = blocks the CCHF virus ovarian tumor domain protease; CCHFV vOTU protease, Pep-AMC fluorescence; inhibition, % at 11.5 µM; actives 0.55% (n = 370,000); note: 0% = vehicle wells with enzyme and 100% = no enzyme wells
Rv3671c inh = Rv3671c (M. tuberculosis) protease inhibition; P9WHR9; inhibition, % at 5.96 µM; actives 0.048% (n = 320,000); AID 2606; in the data active = inhibition above about 38%;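 note: extracellular domain of Rv3671c used as enzyme; 0% = enzyme with DMSO and 100% = no enzyme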
BoNT-F LC inh = blocks Botulinum neurotoxin F light chain protease. Multiplex microsphere protease cleavage assay, flow cytometry. inhibition, % at 10 µM. actives 0.22% (n = 360,000). AID 588497; in the data active = inhibition above about 35%, passing the limit was not always enough; inconclusive = no clear call, values can overlap the other calls; note: plate controls were buffer without enzyme for full effect and enzyme alone for no effect
Mtb UGM inh = inhibitors of M. tuberculosis UDP-galactopyranose mutase. P9WIQ1. purified UGM, fluorescence polarization probe displacement. inhibition, % at 10 µM. actives 0.06% (n = 320,000). AID 504406; in the data active = inhibition above about 10%, passing the limit was not always enough; inconclusive = no clear call, values can overlap the other calls
Target sequence (P9WIQ1 whole entry, looked up): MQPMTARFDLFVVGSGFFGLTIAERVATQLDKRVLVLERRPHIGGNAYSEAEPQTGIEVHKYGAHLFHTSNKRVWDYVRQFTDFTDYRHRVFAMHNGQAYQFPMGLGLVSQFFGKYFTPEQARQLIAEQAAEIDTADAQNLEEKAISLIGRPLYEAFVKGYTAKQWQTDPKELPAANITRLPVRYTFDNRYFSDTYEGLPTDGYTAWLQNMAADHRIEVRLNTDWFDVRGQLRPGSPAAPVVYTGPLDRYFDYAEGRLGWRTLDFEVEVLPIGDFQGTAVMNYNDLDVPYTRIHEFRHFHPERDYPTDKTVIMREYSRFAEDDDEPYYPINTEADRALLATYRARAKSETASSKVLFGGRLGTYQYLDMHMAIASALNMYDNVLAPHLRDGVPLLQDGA
MazF activator = activators of E. coli MazEF toxin-antitoxin RNase; P0AE70; FAM/BHQ RNA-DNA oligo cleavage fluorescence, 5 h; activation, % at 20 µM; actives 0.32% (n = 350,000); in the data active = activation above about 50%
Target sequence (P0AE70 whole entry, looked up): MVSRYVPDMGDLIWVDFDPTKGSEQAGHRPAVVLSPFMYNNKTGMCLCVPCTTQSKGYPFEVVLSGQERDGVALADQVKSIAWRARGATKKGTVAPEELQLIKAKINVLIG
BioA inh = blocks M. tuberculosis BioA enzyme activity; purified M. tuberculosis BioA enzyme, plate reader; inhibition, % at 9.99 µM; actives 0.096% (n = 360,000); in the data active = inhibition above about 40%; inconclusive = no clear call, values can overlap the other calls
GDH-TPI inh = counter-screen for M. tuberculosis FBA inhibitors: GDH-TPI coupled enzymes | GDH-TPI coupled enzyme counterscreen, NADH absorbance | actives 1.2% (n = 360,000) | AID 588335 | inhibition, % at 4.8 µM;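 note: 0% = DMSO wells and 100% = wells lacking the enzyme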
FadD28 FP inh = inhibitors of Mycobacterium tuberculosis FadD28 bisubstrate binding. FadD28 bisubstrate probe binding, fluorescence polarization. AID 588549. actives 0.22% (n = 360,000). inhibition, % at 12.5 µM; in the data active = inhibition above about 8.5%, passing the limit was not always enough; inconclusive = no clear call, values can overlap the other calls
FBA Mtb inh = inhibitors of M. tuberculosis fructose-bisphosphate aldolase. purified M. tuberculosis FBA, fluorescence read-out. actives 2.3% (n = 360,000). P9WQA3. AID 588726. inhibition, % at 1 µM; in the data active = inhibition above about 27%;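 note: 0% = vehicle and 100% = reference inhibitor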
Target sequence (P9WQA3 whole entry, looked up): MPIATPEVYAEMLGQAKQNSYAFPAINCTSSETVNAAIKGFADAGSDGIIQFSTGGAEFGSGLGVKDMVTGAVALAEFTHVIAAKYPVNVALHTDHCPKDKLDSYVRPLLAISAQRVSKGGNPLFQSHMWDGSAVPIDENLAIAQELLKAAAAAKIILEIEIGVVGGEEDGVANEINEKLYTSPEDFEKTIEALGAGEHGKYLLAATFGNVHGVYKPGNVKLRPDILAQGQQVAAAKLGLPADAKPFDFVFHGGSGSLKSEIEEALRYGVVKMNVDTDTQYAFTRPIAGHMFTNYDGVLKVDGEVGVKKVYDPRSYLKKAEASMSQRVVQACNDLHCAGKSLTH
VHR inh abs = DUSP3 (human) phosphatase inhibition; P51452; inhibition, % at 13.3 µM; actives 0.52% (n = 290,000); recombinant VHR phosphatase, pNPP absorbance; in the data active = inhibition above about 50%; note: some compounds called inactive have numbers as strong as hits
Target sequence (P51452 whole entry, looked up): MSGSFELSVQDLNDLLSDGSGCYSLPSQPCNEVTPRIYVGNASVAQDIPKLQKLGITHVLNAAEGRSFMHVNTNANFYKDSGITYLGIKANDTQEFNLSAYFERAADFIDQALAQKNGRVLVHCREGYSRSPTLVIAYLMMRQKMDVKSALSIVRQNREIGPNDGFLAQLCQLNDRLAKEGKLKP
Numbers without * were called inactive; ? = inconclusive; · = not tested or not shown; & = joins results of further samples. Cut-off read from the data, not from the text of the source, unless noted: active = inhibition above about 30%; inactive = the rest.

No.	SMILES	CCHFV vOTU inh	Rv3671c inh	BoNT-F LC inh	Mtb UGM inh	MazF activator
1	Cn1nnnc1SCC(=O)C(C)(C)C	15	5	1	1.1	-4
2	O=C(O)C1CC(=O)N(Cc2ccc3c(c2)OCO3)C1 (stereo not drawn)	·	3	-1	-3.9	-2
3	CC(C)CCNC(=O)C1CCN(C(=O)N(C)C)CC1	3	3	-7	-0.7	4
4	Cc1ccc(Nc2nc(C(=O)N3CCC(C(=O)NCc4ccccc4)CC3)cs2)cc1	17	1	-10	1.6	7
5	COCc1cc(C)nc(OCC(=O)N/N=C\c2cc(C)n(-c3cccc(C(F)(F)F)c3)c2C)c1C#N	-3	-4	9	-1.5	0
6	O=C(N/N=C/c1ccc([N+](=O)[O-])o1)c1cn(-c2ccccc2)nc1-c1ccccc1	5	-22	-6	0.3	9
7	CCCCCCNc1cc2n(c(=O)n1)CCc1cc(OC)c(OC)cc1-2	-7	-2	-11	5.0	7
8	COc1ccc(NC(=O)Nc2ccc3nc(C)c(C)nc3c2)cc1	15	3	6	3.5	10
9	Cn1cnc(S(=O)(=O)N2CCN(c3cccc(Cl)c3)CC2)c1	6	0	1	-2.5	-7
10	CCCCNC(=O)c1cc2cc(OC)ccc2[nH]1	-8	-4	?	1.1	0

No.	BioA inh	GDH-TPI inh	FadD28 FP inh	FBA Mtb inh	VHR inh abs
1	-2.7	12	1.0	-1	-19
2	·	6	0.5	1	-4
3	-2.4	7	-0.3	1	5
4	0.1	0	-0.7	-2	-35
5	1.3	20	-2.6	5	27
6	·	8	0.0	-1	26
7	·	12	-4.8	15	17
8	-2.8	20	0.6	-5	18
9	-0.8	11	-1.1	-4	-17
10	0.2	12	-1.8	49*	25

Four entries from above, with one line to a screen.
#1 Cn1nnnc1SCC(=O)C(C)(C)C
#2 O=C(O)C1CC(=O)N(Cc2ccc3c(c2)OCO3)C1 (stereo not drawn)
#3 CC(C)CCNC(=O)C1CCN(C(=O)N(C)C)CC1
#4 Cc1ccc(Nc2nc(C(=O)N3CCC(C(=O)NCc4ccccc4)CC3)cs2)cc1
compound no. | 1 | 2 | 3 | 4
CCHFV vOTU inh | 15 | · | 3 | 17
Rv3671c inh | 5 | 3 | 3 | 1
BoNT-F LC inh | 1 | -1 | -7 | -10
Mtb UGM inh | 1.1 | -3.9 | -0.7 | 1.6
MazF activator | -4 | -2 | 4 | 7
BioA inh | -2.7 | · | -2.4 | 0.1
GDH-TPI inh | 12 | 6 | 7 | 0
FadD28 FP inh | 1.0 | 0.5 | -0.3 | -0.7
FBA Mtb inh | -1 | 1 | 1 | -2
VHR inh abs | -19 | -4 | 5 | -35

Next part:
No.	SMILES	CCHFV vOTU inh	Rv3671c inh	BoNT-F LC inh	Mtb UGM inh	MazF activator
11	COc1ccc(NC(=O)C(C)N2c3cccc4cccc(c34)S2(=O)=O)c(OC)c1 (stereo not drawn)	16	-3	-14	-2.6	2
12	CCC1(c2ccc(F)cc2)NC(=O)N(CC(=O)Nc2cccc(S(=O)(=O)N3CCCCC3)c2)C1=O (stereo not drawn)	-7	-18	?	-1.4	-7
13	Cc1nc2nc[nH]n2c(=O)c1CCOC(=O)c1ccccc1F	-14	-9	1	3.6	1
14	CC(/C=C1\N=C(SCc2ccccc2Cl)SC1=O)=C\c1ccccc1	-15	-14	8	3.9	0
15	CCN(CC(=O)NCc1ccc(Cl)cc1)C(=O)CSc1ccccc1F	4	1	6	0.4	-3
16	COc1ccccc1NC(=O)CC(=O)Nc1ccccc1OC	12	-3	-16	1.7	-2
17	O=C(NC1CCCc2ccccc21)C(Cc1ccccc1)NS(=O)(=O)c1cccs1 (stereo not drawn)	-8	0	1	0.2	-1
18	COc1ccc2oc(=O)c(C(=O)NCc3ccc4c(c3)OCO4)cc2c1	8	5	-9	0.3	16
19	CCCS(=O)(=O)N1CCCC(c2nc(-c3cccc(OC)c3)no2)C1 (stereo not drawn)	-7	5	-4	0.4	-1
20	CN(C(=S)NC(=O)c1ccc(Br)o1)c1ccccc1	-16	4	-4	1.2	1

No.	BioA inh	GDH-TPI inh	FadD28 FP inh	FBA Mtb inh	VHR inh abs
11	-0.2	15	-1.3	0	-17
12	-0.2	-5	-6.0	0	·
13	·	-4	0.5	0	22
14	-1.9	-15	0.1	3	12
15	2.3	3	-0.7	0	·
16	-0.8	7	-0.5	2	-1
17	-1.8	3	-3.4	-2	-10
18	-0.2	6	0.4	2	-9
19	·	8	-2.8	2	-2
20	-2.1	2	-0.3	0	7

Remaining list, next part
No.	SMILES	CCHFV vOTU inh	Rv3671c inh	BoNT-F LC inh	Mtb UGM inh	MazF activator
21	CCOC(=O)C1=CCN(S(=O)(=O)c2ccc(C)cc2)C1c1cccc(Cl)c1 (stereo not drawn)	10	·	7	·	·
22	COc1ccccc1NC(=O)CCc1nnc2ccc(N3CCN(C)CC3)nn12	-3	-7	-7	2.1	1
23	CCOC(=O)N1CCN(C(=O)COc2cccc3c2CCN(Cc2ccccc2F)C3=O)CC1	-19	-2	1	1.0	2
24	CCN(CC)C(=O)CSc1nnc(-c2ccccc2)o1	-11	-2	-4	3.6	5
25	CCSc1nnc(NC(=O)CSc2nnc(CNC(=O)c3ccccc3F)o2)s1	5	12	-6	0.2	-4
26	COc1ccc(-n2c(C)nc3cc(C(=O)NCc4ccc5c(c4)OCO5)ccc32)cc1	7	-13	-1	-0.3	4
27	Cc1ccc(-c2noc(CCC(=O)NC3CCN(Cc4ccccc4)CC3)n2)cc1	8	·	-4	·	5
28	C/C=C(/C(=C/C)c1ccc(O)cc1)c1ccc(O)cc1	8	-11	-4	-4.0	7
29	Cc1cc(C)c2nc(C(F)(F)F)c(C#N)c(N)c2c1	3	-12	-1	0.6	-3
30	CCN(CC)CC(O)CCCCCCCCC(=O)OC (stereo not drawn)	-7	0	-7	1.8	1

No.	BioA inh	GDH-TPI inh	FadD28 FP inh	FBA Mtb inh	VHR inh abs
21	4.1	·	-2.4	1	·
22	-1.0	5	-1.5	1	2
23	·	2	-1.3	2	8
24	0.6	-6	-1.3	0	19
25	-2.0	2	-0.2	0	11
26	-0.6	6	-5.8	-3	10
27	0.1	11	-0.6	-1	10
28	4.2	-1	-3.3	-3	-11
29	-1.5	11	-0.4	1	17
30	2.0	10	-3.2	1	25

Following part.
No.	SMILES	CCHFV vOTU inh	Rv3671c inh	BoNT-F LC inh	Mtb UGM inh	MazF activator
31	COc1cc2ccccc2cc1C(=O)O	-11	1	-2	-1.3	-6
32	Cc1ccc(NC(=O)COC(=O)C2C3CC4OC(=O)C2C4C3)cc1 (stereo not drawn)	40*	1	-6	-0.4	10
33	COc1ccc(C(=O)N(Cc2ccccc2)Cc2cc3cc4c(cc3[nH]c2=O)OCCO4)cc1	-11	3	-5	2.3	5
34	COc1ccc(NC(=O)CN(C)CC(=O)Nc2ccccc2SC)cc1Cl	-3	2	-3	1.2	-8
35	CCOC(=O)c1sc(NC(C)=O)cc1C	5	1	-1	-0.8	-6
36	N#CC(C(=O)OCc1ccccc1)c1nc2ccccc2nc1N1CCOCC1 (stereo not drawn)	1	-12	13	7.4	-9
37	CCC(=O)N(Cc1cc2cc(OC)ccc2[nH]c1=O)c1ccc(C)cc1C	-11	1	11	-0.2	7
38	Cc1noc(C)c1NC(=O)N(C)C[C@H]1OCc2cnnn2CCCC(=O)N([C@H](C)CO)C[C@@H]1C	1	·	-8	·	1
39	CC1=CC2=NC(=O)/C(=C\c3cccn3CCOc3ccc(C)c(C)c3)C(=N)N2O1	5	-33	-7	-0.7	-9
40	COCc1cc(=O)[nH]c(Nc2nc(C)c3ccccc3n2)n1	7	-2	1	1.4	6

No.	BioA inh	GDH-TPI inh	FadD28 FP inh	FBA Mtb inh	VHR inh abs
31	-1.2	5	-1.4	7	-21
32	0.1	-5	-3.8	0	30
33	-1.4	13	-1.0	3	1
34	·	1	-0.5	3	18
35	-3.8	18	-3.1	5	-9
36	-0.9	9	-1.7	-1	15
37	3.0	11	-1.2	17	-4
38	0.2&-0.4&-1.5	10	-0.3	1	·
39	-0.4	22	-2.2	-3	21
40	·	11	-0.9	1	8

Continuation.
No.	SMILES	CCHFV vOTU inh	Rv3671c inh	BoNT-F LC inh	Mtb UGM inh	MazF activator
41	Cc1nc2ccccc2c(=O)n1NC(=O)C1CCCCC1	-14	-5	-4	0.7	0
42	Cc1ccc(C(=O)NCC(=O)N2CCC3(CC2)NCCc2[nH]cnc23)cc1C	0	7	4	-0.2	5
43	COc1ccc(/C=N/n2cnnc2)cc1Cn1nc(C)c([N+](=O)[O-])c1C	-10	-1	-1	0.2	4
44	COc1ccc2c(c1)cc(C(=O)N[C@H](C(=O)N1CCC(C(=O)O)CC1)C(C)C)n2C	-13	-8	8	3.7	10
45	Cc1ccccc1Nc1nc(N)nc(CSc2n[nH]c(N)n2)n1	-5	-5	3	3.2	1
46	CCn1cc([N+](=O)[O-])c(C(=O)N2N=C(c3ccc4ccccc4c3)CC2c2cc(Br)ccc2O)n1 (stereo not drawn)	·	-185	4	0.8	0
47	Cc1ccc2c(c1)C1CN(C)CCC1N2C(=O)/C=C/c1ccc2c(c1)OCO2 (stereo not drawn)	5	10	-1	-0.3	7
48	CCc1ccc(NC(=O)CCCN2C(=O)C3CC=CCC3C2=O)cc1 (stereo not drawn)	3	7	-9	4.7	-12
49	COc1ccc(C(C)=O)cc1Cn1c(C)c(C(=O)NCc2ccc(C(C)C)cc2)sc1=O	11	·	-11	·	·
50	Cc1nc(-[n+]2nc(-c3ccncc3)nn2-c2ccccc2)sc1C	44*	·	-29	·	·

No.	BioA inh	GDH-TPI inh	FadD28 FP inh	FBA Mtb inh	VHR inh abs
41	0.2	1	0.5	1	-11
42	-0.6	-1	-0.1	1	-4
43	·	8	-4.8	-9	17
44	1.4	-3	-3.0	65*	-9
45	·	-4	1.3	-1	16
46	1.8	21	-4.1	-2	22
47	1.0	25	-2.7	1	30
48	-0.1	-1	-0.2	2	-4
49	0.1	-11	-8.1	0	·
50	·	·	0.6	-2	·

(further entries)
No.	SMILES	CCHFV vOTU inh	Rv3671c inh	BoNT-F LC inh	Mtb UGM inh	MazF activator
51	CC1CCCCN1CCCNC(=O)c1cc(Br)c(Br)[nH]1 (stereo not drawn)	-2	4	-6	-2.5	3
52	Cc1ccc(-c2nnn(CC(=O)N(Cc3ccco3)C(C(=O)NC3CCCC3)c3cccs3)n2)o1 (stereo not drawn)	-2	6	17	0.4	4
53	Cc1cc(C)n2nc(C(=O)OCCOc3ccc(Br)cc3)nc2n1	3	6	24	0.7	3
54	O=C(COC(=O)c1ccco1)NC1CCCCC1	-6	4	-17	0.5	-4
55	COc1cc(CNC2CCCC2)c(Br)cc1OC1CCCC1	4	3	-1	2.2	13
56	COC(=O)c1cc(N2CCN(C)CC2)nc2ccccc12	-50	-4	-14	8.1	-523
57	COc1ccc(/C=C/C(=O)Nc2ccc(C(N)=O)cc2)cc1OC	4	-5	-16	3.6	-9
58	COc1ccc(/C=N/NC(=O)c2ccc(Cl)cc2)cc1Cn1cc(Cl)cn1	13	-13	-8	-2.3	-45
59	CCn1cc(C(=O)O)c(=O)c2cnc(N3CCN(C(=S)NC(=O)c4ccc(Cl)cc4)CC3)nc21	·	8	·	0.9	-4
60	CCCn1cc(S(=O)(=O)c2ccccc2)c(=O)c2cc(CC)ccc21	7	-14	4	0.5	10
61	COc1ccc(-c2noc(CCC(=O)NCc3ccco3)n2)cc1	-9	-6	3	0.5	-5
62	CCCn1nnnc1SCC(=O)N1CCOCC1	5	-7	0	-1.5	4

No.	BioA inh	GDH-TPI inh	FadD28 FP inh	FBA Mtb inh	VHR inh abs
51	·	-5	-2.6	1	25
52	-1.0	12	0.8	1	31
53	1.0	1	-0.8	4	12
54	1.4	12	-0.7	0	25
55	·	3	-0.7	3	24
56	·	-1	1.5	2	10
57	-2.3	53*	-11	6	29
58	·	11	-0.5	0	0
59	·	·	·	·	12
60	3.2	4	-1.4	-2	4
61	0.2	2	-4.3	-1	-4
62	-3.4	1	-0.3	0	17
